M. tuberculosis HTS: M. tuberculosis growth inhibition, HTS (AID 449762); one-dose inhibition, % at 25 µM; IC50 in µM for titrated hits; M. tuberculosis H37Rv growth inhibition, 7H9 media; higher % means a stronger effect; 330,000 tested, 0.59% active; in the data active = a potency from the dose series; inconclusive = inhibition above about 70% without an active follow-up result;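 also: bacterial growth assessed after seven days of incubation; strong numbers were not always called active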
H1N1 NS1A inhibition: NS1A inhibition, H1N1 influenza, cell based functional assay (AID 504329); NS1A functional cell-based assay, percent inhibition; higher % means a stronger effect; inhibition, % at 12.5 µM, or IC50 in µM where a hit was titrated; 340,000 tested, 0.3% active; in the data active = a potency from the dose series; inconclusive = inhibition above about 27% without an active follow-up result; also: strong numbers were not always called active
PhoP GFP inhibition: PhoP regulon inhibitors, Salmonella typhi PhoP promoter GFP reporter, confirmatory (AID 1850); Salmonella Typhi PhoP-promoter GFP reporter, fluorescence, 4 h; higher % means a stronger effect; inhibition, % at 50 µM, or IC50 in µM where a hit was titrated; 310,000 tested, 0.33% active; in the data active = a potency from the dose series; inconclusive = inhibition mostly from about 25% at the one dose, without a potency; inactive = the rest, 99 in 100 with inhibition below about 19%;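 also: 0% = induced wells with vehicle and 100% = uninduced wells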
VEEV TC-83 Vero: inhibitors of VEEV TC-83 cytopathic effect, confirmation, Vero cells (AID 588727); inhibition, % at 20 µM, or IC50 in µM where a hit was titrated; 350,000 tested, 0.13% active; Vero cells, VEEV TC-83 cytopathic effect inhibition; higher % means a stronger effect; in the data active = a potency from the dose series; inconclusive = inhibition mostly from about 14% at the one dose, without a potency; inactive = the rest, 99 in 100 with inhibition below about 12%; also: strong numbers were not always called active
tuberculosis growth: growth inhibition of non-replicating M. tuberculosis (AID 488890). Mycobacterium tuberculosis non-replicating, growth inhibition; higher % means a stronger effect. one-dose inhibition, % at 25 µM; IC50 in µM for titrated hits. 320,000 tested, 0.39% active; in the data active = a potency from the dose series; inconclusive = inhibition mostly from about 82% at the one dose, without a potency; inactive = the rest, 99 in 100 with inhibition below about 76%;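 also: plate controls were DMSO cells for no effect and high antibiotic wells for full effect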
VEEV TC-83 Vero 10K pilot screen: further read-out of VEEV TC-83 Vero, marked with its call; inhibition, %; measured here: 10K pilot screen inhibition
* marks the source's active call; other numbers are inactive results; i = inactive; u = inconclusive; x = not tested or not shown. Not a hit list; overall some 1.6% were active at least once.

The opening 2 entries (preview)
SMILES | M. tuberculosis HTS | H1N1 NS1A inhibition | PhoP GFP inhibition | VEEV TC-83 Vero | tuberculosis growth | others
Cc1ccc(C)c(OCC(O)CN2CCC(C)CC2)c1C (stereo not drawn) | -3% | 2% | -2% | 1.0% | -6%
COc1ccc(-c2noc(CCCC(=O)NC3CCCCC3)n2)cc1 | -3% | 3% | 5% | i | 75%

All compounds of this part (from the top)
SMILES | M. tuberculosis HTS | H1N1 NS1A inhibition | PhoP GFP inhibition | VEEV TC-83 Vero | tuberculosis growth | others
Cc1ccc(C)c(OCC(O)CN2CCC(C)CC2)c1C (stereo not drawn) | -3% | 2% | -2% | 1.0% | -6%
COc1ccc(-c2noc(CCCC(=O)NC3CCCCC3)n2)cc1 | -3% | 3% | 5% | i | 75%
O=C(CSc1nnc(NC(=O)C2CC2)s1)Nc1cccc(F)c1 | 14% | 28% | -8% | 4.0% | -2%
CCn1c(COc2cccc(OC)c2)nnc1SCC(=O)N1CCOCC1 | 2% | 3% | -8% | 3.0% | 4%
Cc1ccc(C(=O)Oc2oc(-c3ccccc3)nc2C=Nc2ccc(N(C)C)cc2)cc1 | 13% | -1% | -2% | 1.6% | 68%
COc1cc(CN2CCC(n3nccc3NC(=O)CCCc3ccccc3)CC2)ccc1F | -2% | -4% | -18% | 0.3% | 39%
Cc1[nH]n(-c2ccccc2)c(=S)c1C=NCCCN=Cc1c(C)[nH]n(-c2ccccc2)c1=S | >100µM* | 4% | 0% | 1.5% | 13%
CC(=O)c1cc(CN2CCC(N3CCC(C(=O)N4CCCC4)CC3)CC2)cs1 | 25% | 4% | -4% | i | 33%
Cc1nnc(NC(=O)c2ccc3ccccc3c2)o1 | u | 16% | 7% | 0.5% | 1.6µM*
CC(=O)c1ccc(NC(=O)COC(=O)Cn2cnc3ccccc32)cc1 | 1% | -12% | x | i | 9%
O=S(=O)(c1ccc(Cl)cc1)N1CCN(C2CCN(Cc3ccccc3)CC2)CC1 | -4% | 6% | 7% | i | 4%
Cc1ccc(OCc2cc(C(=O)NC3CCCCC3)no2)cn1 | 6% | -4% | 3% | 0.8% | 24%
Cc1ccc(S(=O)(=O)N2CCCC2C(=O)OCc2nc3ccccc3s2)cc1 (stereo not drawn) | 3% | -17% | -16% | 0.3% | 63%
CCc1ccc(N(C(=O)c2snc(C(N)=O)c2N)C(C(=O)NC2CCCC2)c2ccncc2)cc1 (stereo not drawn) | 3% | 0% | 12% | 1.1% | -3%
OC(CN1CCN(c2ccc(C(F)(F)F)cn2)CC1)c1ccccc1 (stereo not drawn) | 5% | -15% | -6% | i | 52%
O=C(NCCS(=O)(=O)N1CCN(c2cccc(Cl)c2)CC1)C1CCCC1 | -1% | -6% | 0% | 1.9% | 0%
CNC(=S)NNC(=O)c1cc(-c2cccnc2)nc2ccccc12 | -2% | -5% | -8% | 6.8% | -15%
CCN1CCc2c(sc(NC(=S)NC(=O)c3ccccc3)c2C#N)C1 | -11% | 12% | 2% | 0.6% | u
CCOc1ccc(-n2c(=S)sc3c(=O)n(-c4ccc(F)cc4)c(SCC(=O)O)nc32)cc1 | 1% | 18% | -2% | 0.3% | -16%
CC1CCCC(C)N1/N=C/c1cccc([N+](=O)[O-])c1 (stereo not drawn) | -7% | -21% | 9% | 0.3% | 28%
COc1ccc(OCC(=O)OC(C)CN2CCOCC2)cc1 (stereo not drawn) | -6% | 7% | -2% | i | 57%
CC(=O)N(c1ccc2oc(=O)sc2c1)S(=O)(=O)c1ccc(C(=O)O)cc1 | 10% | 7% | 14% | 0.1% | 1%
CCOc1ccc(NC(=O)COc2ccc(S(=O)(=O)N3CCOCC3)cc2)cc1 | -3% | -11% | x | 4.7% | 19%
CCCCN1C(=O)C(NC(=O)c2cccnc2)(C(F)(F)F)C2=C1CC(C)(C)CC2=O (stereo not drawn) | -9% | -21% | 12% | i | -6%
COc1cccc(NC(=S)N2CCC(Cc3ccccc3)CC2)c1 | 3% | -3% | -1% | 5.2% | 18%

14 structures already listed, ordered by heavy-atom count, lowest first:
SMILES | M. tuberculosis HTS | H1N1 NS1A inhibition | PhoP GFP inhibition | VEEV TC-83 Vero | tuberculosis growth | others
Cc1nnc(NC(=O)c2ccc3ccccc3c2)o1 | u | 16% | 7% | 0.5% | 1.6µM*
Cc1ccc(C)c(OCC(O)CN2CCC(C)CC2)c1C (stereo not drawn) | -3% | 2% | -2% | 1.0% | -6%
COc1ccc(OCC(=O)OC(C)CN2CCOCC2)cc1 (stereo not drawn) | -6% | 7% | -2% | i | 57%
O=C(CSc1nnc(NC(=O)C2CC2)s1)Nc1cccc(F)c1 | 14% | 28% | -8% | 4.0% | -2%
CNC(=S)NNC(=O)c1cc(-c2cccnc2)nc2ccccc12 | -2% | -5% | -8% | 6.8% | -15%
OC(CN1CCN(c2ccc(C(F)(F)F)cn2)CC1)c1ccccc1 (stereo not drawn) | 5% | -15% | -6% | i | 52%
CC(=O)c1ccc(NC(=O)COC(=O)Cn2cnc3ccccc32)cc1 | 1% | -12% | x | i | 9%
CCn1c(COc2cccc(OC)c2)nnc1SCC(=O)N1CCOCC1 | 2% | 3% | -8% | 3.0% | 4%
Cc1ccc(S(=O)(=O)N2CCCC2C(=O)OCc2nc3ccccc3s2)cc1 (stereo not drawn) | 3% | -17% | -16% | 0.3% | 63%
CCOc1ccc(NC(=O)COc2ccc(S(=O)(=O)N3CCOCC3)cc2)cc1 | -3% | -11% | x | 4.7% | 19%
CCCCN1C(=O)C(NC(=O)c2cccnc2)(C(F)(F)F)C2=C1CC(C)(C)CC2=O (stereo not drawn) | -9% | -21% | 12% | i | -6%
Cc1ccc(C(=O)Oc2oc(-c3ccccc3)nc2C=Nc2ccc(N(C)C)cc2)cc1 | 13% | -1% | -2% | 1.6% | 68%
Cc1[nH]n(-c2ccccc2)c(=S)c1C=NCCCN=Cc1c(C)[nH]n(-c2ccccc2)c1=S | >100µM* | 4% | 0% | 1.5% | 13%
CCc1ccc(N(C(=O)c2snc(C(N)=O)c2N)C(C(=O)NC2CCCC2)c2ccncc2)cc1 (stereo not drawn) | 3% | 0% | 12% | 1.1% | -3%

Additional entries:
SMILES | M. tuberculosis HTS | H1N1 NS1A inhibition | PhoP GFP inhibition | VEEV TC-83 Vero | tuberculosis growth | others
O=C(COC(=O)CCCSc1nc2ccccc2[nH]1)Nc1ccc(Oc2ccccc2)cc1 | u | 5% | 5% | 1.7% | 47%
OCC(O)C1OC(Oc2ccccc2)C(O)C(O)C1O (stereo not drawn) | x | 1% | x | 1.2% | x
Cc1ccc(Cl)cc1N1CCN(C(=O)c2cn(C)c(=O)c3c2c2ccccc2n3C)CC1 | -1% | 29% | -14% | i | 36% | VEEV TC-83 Vero 10K pilot screen=0.0
CC1(c2ccc3ccccc3c2)NC(=O)N(CC(=O)N2CCN(Cc3ccccc3)CC2)C1=O (stereo not drawn) | -3% | 9% | x | 0.9% | 17%
Cc1cc(C)c(C#N)c(N2CCN(c3ccc(F)cc3)CC2)n1 | 2% | -1% | -4% | 2.1% | 43%
CS(=O)(=O)CCN1CC2CCCC(C2)C1 | x | -18% | x | 2.0% | x
O=C(CSc1nc2ccncc2[nH]1)Nc1ccccc1C(F)(F)F | -8% | -25% | 1% | 2.3% | 6%
Cc1cccc(C(=O)Nc2onc(C)c2C#N)c1 | -8% | -5% | 13% | i | 32%
Cn1c(=O)n(C)c2cc(NC(=O)C(F)(F)F)ccc21 | -6% | -17% | 14% | 1.7% | -7%
COc1ccc(Cn2c(CCC(=O)NCCC(C)C)nc3ncccc3c2=O)cc1 | 12% | -12% | -3% | i | 27%
CN(C)c1ccc(-c2nn3c(-c4ccc(Cl)cc4)nnc3s2)cc1 | x | -9% | x | 5.1% | x
OCCC1CN(Cc2ccc(F)cc2Cl)CCN1CCc1ccccc1 (stereo not drawn) | 6% | 3% | 2% | i | -5%
COc1cccc(NC(=O)CSc2nnc(C3CCCCC3)n2N)c1 | 12% | -13% | x | i | 23%
COc1ccc(/C=C(/Sc2nnc(-c3ccc(Cl)cc3)o2)C(=O)O)cc1 | 4% | -1% | -11% | 3.0% | -6%
C=CCn1c(COc2ccc(Cl)cc2)nnc1SCc1ccc(C#N)cc1 | 12% | 2% | 0% | 2.9% | 57%
CCCn1c(NC(=O)c2cccc(S(=O)(=O)N3CCCC3)c2)nc2ccccc21 | 1% | -7% | 8% | 3.0% | 12%
CCN(CC)S(=O)(=O)c1ccc2c(c1)nc(SCC(=O)N(C)C1CCS(=O)(=O)C1)n2CC (stereo not drawn) | -5% | -2% | 5% | 1.6% | -2%
COc1ccc(Oc2nc(-c3ccccc3)ncc2C(=O)O)cc1 | -2% | -3% | 0% | 2.7% | -13%
COC(=O)c1ccccc1NC(=O)CCCn1nc([N+](=O)[O-])cc1C | -5% | -2% | -10% | 1.4% | x
CC(C)Oc1ccc(CNC(=O)CCC(=O)N2CCSc3ccccc32)cc1 | -7% | 2% | -10% | 0.7% | 4%
CCOC(=O)CNC(=O)C1c2cc(OC)c(OC)cc2C(=O)N(C)C1c1ccccc1F (stereo not drawn) | -2% | 11% | -5% | 1.2% | -13%
COCCCNC(=O)C(F)(F)C(F)(F)C(=O)NCCCOC | -4% | 21% | -12% | i | -15%
O=C(Nn1c(SCc2ccccc2F)nc2ccsc2c1=O)c1ccccc1 | 14% | 1% | 10% | 0.8% | 29% | VEEV TC-83 Vero 10K pilot screen=4.9
COc1ccc(C2=NOC(C(=O)NCc3ccccc3)C2)cc1 (stereo not drawn) | -5% | -13% | 1% | 2.8% | 35%
COC(=O)c1ccc(COc2ncnc3ccccc23)o1 | 4% | 2% | 14% | i | -14%

Additional entries follow:
SMILES | M. tuberculosis HTS | H1N1 NS1A inhibition | PhoP GFP inhibition | VEEV TC-83 Vero | tuberculosis growth | others
CCOC(=O)/C(C#N)=C\c1cccnc1 | -4% | -18% | -7% | 1.4% | 14%
CCOC(=O)c1sc(NC(=O)c2ccc(OC(C)=O)cc2)nc1C | 48% | -1% | -6% | 5.7% | 74%
CCC(=O)c1cn(CC(=O)NCc2cccnc2)c2ccccc12 | 1% | 7% | -8% | 0.4% | 3%
COC(=O)c1ccc(C(=O)OC)c(NC(=S)N2CCC(N3CCCCC3)CC2)c1 | -8% | 11% | -9% | 1.4% | 34%
COc1ccc(C(CNC(=O)c2cccc(S(=O)(=O)Nc3ccccc3OC)c2)N2CCCCC2)cc1 (stereo not drawn) | x | 3% | x | 5.9% | x
C1=C(c2c[nH]c3ccccc23)CCNC1 | 32µM* | x | -15% | x | 73%
N#Cc1ccccc1CSc1ccccn1 | 5% | 3% | -5% | 2.6% | 7%
Cc1ccc(S(=O)(=O)NCCNC(=O)c2cc(OCC(F)(F)F)ccc2OCC(F)(F)F)cc1 | -2% | 2% | 1% | i | -5%
CC(=O)CSc1cc(-c2ccccc2)nc2ncnn12 | -5% | -27% | 4% | i | u
CCOC(=O)CNS(=O)(=O)c1ccc2c3c(cccc13)C(=O)N2CC | -6% | -3% | 7% | 0.6% | -21%
Cc1ccc(N2C(=O)N(CC(=O)Nc3ccc(C)cc3Cl)C(=O)C2C)cc1 (stereo not drawn) | -4% | -6% | 3% | 0.9% | 4%
Cc1occc1C(=O)NNC(=O)C1CCCC1 | 6% | -1% | -13% | 0.8% | -13%
COc1cc(OC)cc(C(=O)Nc2ccc(C(=O)NCC3CCCO3)cc2)c1 (stereo not drawn) | 2% | -23% | 0% | 3.1% | 9%
CCC(=O)c1ccc(OCC(=O)OCC(=O)N2CCCc3ccccc32)cc1 | 4% | -12% | 7% | 0.9% | 69%
Cc1csc(NC(=O)c2ccc(N3CCCC3=O)cc2)n1 | -1% | 9% | 1% | 0.8% | -6%
CC(=O)NC1(NC(C)=O)CCN(C)CC1 | -3% | -1% | -8% | 0.7% | 4%

Assay outcomes as filed in PubChem BioAssay.
